Compound activity from PubChem BioAssay.
Pol kappa inh = qHTS for Inhibitors of Polymerase Kappa; DNA polymerase kappa (Homo sapiens), Q9UBT6; purified Pol kappa, fluorescent DNA synthesis assay, 10 min; actives 0.53% (n = 400,000); Potency, µM (doses to about 107 µM), inactives show at the highest dose activity, negative = inhibition, usual class: inhibitors; also: potency is read from the fitted curve at half-maximal effect; % is scaled to controls: 0 for no effect and ±100 for the full control effect
Target sequence (Q9UBT6 whole entry, looked up): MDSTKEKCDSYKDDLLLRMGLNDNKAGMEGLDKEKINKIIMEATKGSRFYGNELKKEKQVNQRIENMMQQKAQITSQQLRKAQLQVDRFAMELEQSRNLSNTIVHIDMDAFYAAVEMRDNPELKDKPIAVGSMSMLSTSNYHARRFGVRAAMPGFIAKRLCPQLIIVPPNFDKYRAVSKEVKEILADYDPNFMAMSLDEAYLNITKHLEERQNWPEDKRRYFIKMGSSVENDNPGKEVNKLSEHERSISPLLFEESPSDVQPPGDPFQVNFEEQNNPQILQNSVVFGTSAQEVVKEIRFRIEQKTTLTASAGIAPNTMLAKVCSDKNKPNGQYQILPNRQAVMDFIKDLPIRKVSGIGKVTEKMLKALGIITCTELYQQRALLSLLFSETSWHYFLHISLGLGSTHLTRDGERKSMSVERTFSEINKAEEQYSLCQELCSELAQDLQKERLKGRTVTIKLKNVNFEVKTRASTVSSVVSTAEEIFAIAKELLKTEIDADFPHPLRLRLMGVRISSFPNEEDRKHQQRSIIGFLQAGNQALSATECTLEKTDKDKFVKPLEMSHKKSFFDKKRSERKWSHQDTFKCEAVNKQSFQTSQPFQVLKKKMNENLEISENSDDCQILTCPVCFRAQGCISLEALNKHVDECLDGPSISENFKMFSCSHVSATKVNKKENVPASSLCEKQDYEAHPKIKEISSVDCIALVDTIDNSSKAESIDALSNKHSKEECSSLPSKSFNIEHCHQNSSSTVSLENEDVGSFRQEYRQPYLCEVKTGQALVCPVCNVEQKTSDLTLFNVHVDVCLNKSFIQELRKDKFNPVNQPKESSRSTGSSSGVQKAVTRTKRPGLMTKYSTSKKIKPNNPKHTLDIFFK
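Fluorescent qHTS in 1536-well format: enzyme (10 nM) and compound sat 15 min at room temperature before 50 nM substrate (final) was added. Signal taken at 0 and 10 min; no-enzyme buffer wells were negative controls.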
BLM inh = qHTS Assay for Inhibitors of Bloom's syndrome helicase (BLM). Potency, µM (highest dose often 56.1 µM), for the others: at the highest dose activity change, negative = inhibition, most hits filed as inhibitors. actives 0.2% (n = 350,000). AID 2528, 2010. RecQ-like DNA helicase BLM (Homo sapiens), P54132. recombinant BLM DNA unwinding, fluorescence dequenching;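 also: potency is read from the fitted curve at half-maximal effect; plate controls were vehicle for no effect and no enzyme for full effect; nearly all actives have a fitted effect of over 35% in size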
Pol beta inh = qHTS Assay for Inhibitors of DNA Polymerase Beta; P06746; Pol beta primer extension/strand displacement, fluorescence kinetic; Potency, µM (titrated, usually from 114 µM), without a hit: at the highest dose activity change, negative = inhibition, usual class: inhibitors; actives 1.3% (n = 340,000); AID 485314, 2010; also: potency is read from the fitted curve at half-maximal effect; % is scaled to controls: 0 for no effect and ±100 for the full control effect
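Curves were derived by four-parameter Hill fits of normalized qHTS data. The kinetic fluorescent primer-extension read was taken at 0 and 10 min after 50 nM substrate, following a 15 min room-temperature preincubation of 10 nM enzyme with compounds.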
APE1 inh = qHTS Assay for Inhibitors of the Human Apurinic/apyrimidinic Endonuclease 1 (APE1). DNA repair nuclease/redox regulator APEX1 (Homo sapiens), P27695. recombinant APE1, TAMRA/BHQ-2 abasic DNA cleavage fluorescence. Potency, µM (titrated, usually from 65.8 µM), for the others: top-dose activity change, negative = inhibition, most hits filed as inhibitors. actives 0.35% (n = 350,000). AID 2517, 2012;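 also: potency is read from the fitted curve at half-maximal effect; plate controls were vehicle for no effect and reference inhibitor for full effect; nearly all actives have a fitted effect of over 55% in size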
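Readout is kinetic fluorescence (ex 525, em 598 nm) from cleavage of 50 nM TAMRA/BHQ-2 THF abasic duplex by 0.75 nM APE1, compound added 15 min beforehand at RT.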
Apoferritin bind = qHTS Assay for Identification of Novel General Anesthetics; apoferritin/1-aminoanthracene competitive binding, fluorescence; actives 0.074% (n = 350,000); AID 485281, 2010; Potency, µM (titrated, usually from 77.5 µM), inactives show at the highest dose activity change, negative = displacement, actives largely listed as inhibitors; Ferritin light chain (Equus caballus), P02791; also: potency is read from the fitted curve at half-maximal effect; % is scaled to controls: 0 for no effect and ±100 for the full control effect; nearly all actives have a fitted effect of over 20% in size
Target sequence (P02791 2-175 limits assumed): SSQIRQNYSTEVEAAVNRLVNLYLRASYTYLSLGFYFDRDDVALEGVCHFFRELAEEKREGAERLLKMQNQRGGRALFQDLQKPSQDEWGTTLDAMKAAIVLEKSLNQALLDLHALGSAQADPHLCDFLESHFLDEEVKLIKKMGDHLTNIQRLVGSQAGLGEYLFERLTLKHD
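Probe: 1-aminoanthracene (50% saturated, PBS). Protein: horse-spleen apoferritin, 10 uM. Incubation: 10 min, room temperature. Detection: 380 nm excitation, 535 nm emission. Analysis: normalized response, four-parameter Hill.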
Glioma ERSR ind = qHTS for Inducers of the Endoplasmic Reticulum Stress Response (ERSR) in Human Glioma: qHTS. U87-MG GRP78 promoter luciferase reporter, 16 h. Potency, µM, inactives show at the highest dose activation, hits mostly activators. actives 0.02% (n = 420,000). AID 602332, 2012; also: potency is read from the fitted curve at half-maximal effect; series mostly up to about 76 µM; % of control where 0% means no effect; nearly all actives have a fitted effect of over 35% in size
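Stably transfected U87-MG glioma cells carrying a GRP78-based luciferase sensor; 16 h compound incubation. Luminescence end-point read 10 min after Bright-Glo addition at room temperature.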
LDHA inh = qHTS assay for inhibitors of human lactate dehydrogenase. L-lactate dehydrogenase A chain (Homo sapiens), P00338. purified LDHA, NADH/diaphorase-resazurin fluorescence; active compounds read low. activity change, % (values are at about 110 or 230 µM). actives 0.15% (n = 480,000). AID 1347041, 2019; in the data active = activity change below about -30%; inconclusive = mostly about -25% to -30%;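 also: plate controls were DMSO wells for no effect and wells without enzyme for full effect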
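LDH5 2 nM; NADH 0.06 mM, pyruvate 0.2 mM; 200 mM Tris pH 7.4, EDTA, Tween-20; 5 min RT. Detection: diaphorase 0.133 mg/mL + resazurin 37 µM, fluorescence ex540/em590 at 0 and 20 min; normalized to enzyme-free and DMSO wells.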
POLI inh = qHTS for Inhibitors of Polymerase Iota; Pol iota fluorescent replication assay, 10 min; Potency, µM (top dose mostly 115 µM), without a hit: top-dose activity, negative = inhibition, most hits filed as inhibitors; actives 1% (n = 390,000); AID 588590, 2011; also: potency is read from the fitted curve at half-maximal effect
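Pol iota at 10 nM preincubated 15 min with compounds at room temperature; reaction started with fluorescent substrate, 50 nM final. Fluorescence read kinetically at 0 and 10 min; buffer-only wells as negative control.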
Pol eta inh = qHTS for Inhibitors of Polymerase Eta; AID 588591, 2011; actives 1.2% (n = 390,000); Potency, µM (titrated, usually from 114 µM), for inactives: at the top dose activity change, negative = inhibition, actives largely listed as inhibitors; recombinant Pol eta, fluorescent DNA replication assay; also: potency is read from the fitted curve at half-maximal effect; % is scaled to controls: 0 for no effect and ±100 for the full control effect
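Pol eta (10 nM) was preincubated with compounds for 15 min at room temperature, after which fluorescent replication substrate (50 nM final) was added to start the reaction. Fluorescence was read kinetically at 0 and 10 min.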
* = called active by the depositor; ? = inconclusive; / = not tested or not shown; & = joins results of further samples; [ ] = another dose, or the depositor's remark. Unless noted, calls follow the shape of the dose curve; as a rule, active = well fitted curve in the direction sought with a large enough effect; inconclusive = small, poorly fitted or top-dose-only effect, or another doubt; inactive = no such curve, though single readings can be large; an effect the other way counts as inactive or inconclusive. A portion of the library; rates above refer to the full screens.

SMILES | Pol kappa inh | BLM inh | Pol beta inh | APE1 inh | Apoferritin bind | Glioma ERSR ind | LDHA inh | POLI inh | Pol eta inh
Nc1nc(SCc2ccccc2)c2[nH]cnc2n1 | -15.2%&0.4% | -1.4% | ? | 40.7% | -5.0% | -1.4%&-1.7% | -8.4&-2.9 | 43.8%[activator] | -6.4%
CCn1nc(C)c(CNC(=O)C2CCC(=O)N(Cc3cccc(F)c3)C2)c1C (configuration not stated) | -4.2% | -0.6% | 24.4% | -9.4% | -3.6% | -3.6% | -8.5 | 30.2%[activator] | -5.0%
CC1CCN(S(=O)(=O)c2ccc3c(ccc(=O)n3CC(=O)Nc3cccc(F)c3)c2)CC1 | -1.9%[60.1 µM] | -3.7% | -21.1% | / | -11.8% | -2.2% | -0.7 | 16.5% | -8.4%
COc1ccc(-c2nc3cnc(Nc4cccc(OC)c4)nc3n(C[C@H]3CCCO3)c2=O)cc1 | -8.9%[60.1 µM] | -15.4% | / | 8.3% | / | -1.2% | / | / | /
CN1C(=O)N(C)c2ccc(Br)c3cccc1c23 | -5.2% | 1.4% | 39.0% | -10.5% | -3.8% | 0.3% | 3.1 | -15.4% | -4.0%
CC(=O)c1c(C)[nH]c(C(=O)OCC(=O)Nc2sc3c(c2C#N)CCCC3)c1C | -1.6% | -17.3% | ? | ? | -2.8% | -3.9% | 1.6 | 8.5% | ?
CN(C)c1ccc(CN(C(=O)COc2ccc(Br)cc2)C2CCS(=O)(=O)C2)cc1 (configuration not stated) | -2.4% | -6.3% | 1.2% | -2.8% | -17.4% | 6.9% | 4.5 | 14.6% | -19.7%
N/C(=N\OC(=O)c1ccc2c(c1)OCO2)c1cccnc1 | 4.6% | -4.4% | 0.4% | -4.8% | -3.7% | -8.6% | -6.2 | 23.4% | -18.3%
COc1ccccc1NC(=O)CCc1nc(-c2cccs2)no1 | -10.3% | 1.4% | -0.3% | 2.4% | -21.5% | -3.0% | -7.4 | 49.7%[activator] | -13.4%
Cc1ccc(-n2ncc3c(=O)n(CC(=O)NC4CCCC4)cnc32)cc1C | -2.3% | -1.2% | 0.2% | -1.1% | -10.2% | -1.8% | -3.5 | 3.9% | -3.1%
COc1ccc(CNC(=O)c2cc3c(=O)n(Cc4ccc(OC)cc4)ccc3nc2C)cc1 | -1.7% | -14.9% | 21.5% | / | -9.9% | -10.3% | -10.0 | 18.5% | -26.1%
CC(C)CNC(=O)c1ccccc1NC(=O)CN(c1ccc2c(c1)OCCO2)S(C)(=O)=O | -10.9%[60.1 µM] | -4.5% | -2.7% | -1.2% | -5.6% | 2.4% | 2.1 | -8.5% | -8.8%
Cc1ccc(C)c(OCC(=O)N2CCOCC2)c1 | -9.0% | 5.0% | 2.7% | 0.4% | -2.9% | 1.3% | -0.9 | 18.0% | 6.8%
C[n+]1c2n(c3ccccc31)N=C(c1cc(C(C)(C)C)c(O)c(C(C)(C)C)c1)CS2 | -18.7% | 2.7% | -22.6% | -5.5% | ? | -11.8% | 1.3 | -12.9% | -7.0%
C#CCN1N=C(c2ccc(C)cc2)CSC1=O | -7.2% | / | / | / | / | 0.9% | -17.4 | 9.3% | -2.2%
N#CCc1ccc(C(=O)c2ccccc2F)s1 | -23.7% | -13.5% | -11.3% | -5.4% | 2.0% | -3.7% | 1.5 | 3.6% | -7.5%
O=C(CN1C(=O)c2ccccc2S1(=O)=O)NCc1ccc(F)cc1 | -1.4% | -0.3% | 51.3% | -9.2% | -8.3% | -0.2% | -6.4 | -2.0% | -11.8%
CC(C)c1ccc(S(=O)(=O)N2CCN(CC(=O)c3ccc(O)c(O)c3)CC2)cc1 | / | -6.7% | 8.3% | 6.1% | -3.7% | / | / | / | /
CCOC(=O)N1CCC(NC(=O)c2ccc(CS(=O)c3cccc(C)c3)o2)CC1 (configuration not stated) | 0.7% | 3.1% | 28.4% | 47.2% | -3.5% | 6.9% | -3.3 | -18.5% | 2.4%
COc1ccc2cc(-c3[nH]ncc3CN3CCCN(c4ccccc4)CC3)ccc2c1 | -4.2%[60.1 µM] | -6.0% | 38.4% | -7.1% | -12.0% | 2.7% | 2.3 | 18.1% | -11.3%
Cc1ccc(-c2csc3nc4cc(C(N)=O)ccc4c(=O)n23)cc1 | -25.4% | -10.1% | ? | 1.3% | 38.5%[activator] | -0.3% | 5.6 | ? | -19.8%
CCN(CC(=O)Nc1ccc2c(c1)OCCO2)C(=O)/C=C/c1cccc(C(F)(F)F)c1 | -3.6% | / | / | -9.2% | / | -4.7% | -1.0 | 18.0% | -23.6%
COc1cc(NC(=O)CN(C)C2CCCCC2)c(C)cc1[N+](=O)[O-] | -9.0% | 0.5% | 3.1% | -6.9% | -13.5% | -2.5% | -2.6 | 34.2%[activator] | -3.7%
O=S(=O)(NC(=NC1CCCCC1)c1ccccc1)c1ccc(F)cc1 | -8.4% | -2.3% | 28.2% | 28.8% | -21.7% | -6.4% | 2.2 | -5.8% | -11.8%
CCCNC(=O)c1ccccc1SCc1c(C)noc1C | -0.2% | -6.4% | 39.6% | 11.3% | -6.1% | -4.9% | -2.7 | 48.9%[activator] | -4.2%

Other records
SMILES | Pol kappa inh | BLM inh | Pol beta inh | APE1 inh | Apoferritin bind | Glioma ERSR ind | LDHA inh | POLI inh | Pol eta inh
CCOCCCNC(=O)c1c[nH]c2ccc(S(=O)(=O)Nc3cccc(OC)c3)cc2c1=O | -3.2% | -2.7% | -23.1% | 7.5% | -1.0% | -3.8% | 2.4 | -24.1% | ?
Cc1nc2ccccc2c2c1C(=O)N(c1ccc(C(=O)O)cc1)C2=O | 8.4% | -0.1% | 7.9% | -1.6% | 2.4% | -1.7% | 4.0 | -12.7% | -8.6%
Nc1c(-c2ccccc2)cnn1-c1cccc(C(F)(F)F)c1 | -10.1% | -6.6% | -0.7% | 5.5% | -14.4% | 2.2% | -8.0 | 10.7% | -16.1%
C/C=C/CSc1nc2c(c(=O)[nH]c(=O)n2C)n1Cc1ccc(C)cc1 | -1.6% | -3.2% | 1.3% | 18.1% | 5.9% | -3.1% | -10.0 | 18.8% | -12.3%
Cc1nc(NCCCN2CCOCC2)c2oc3ccccc3c2n1 | -3.5% | 0.0% | 1.9% | 10.5% | 0.0% | -1.2% | -2.9 | 3.2% | -14.0%
COc1ccc(CN(C)c2ccc(-c3nc(C)no3)cc2[N+](=O)[O-])cc1 | -8.2% | -3.9% | -1.2% | / | 2.4% | -1.1% | -1.8 | 14.4% | -7.5%
Cc1nc2cc(C(=O)N3c4ccccc4CC3C)ccc2s1 (configuration not stated) | -0.8% | -2.5% | 0.9% | -17.4% | -15.0% | -3.9% | 0.0 | 6.7% | -15.9%
COc1ccc(N2CSC3=C(C#N)C(c4cc(OC)ccc4OC)CC(=O)N3C2)c(OC)c1 (configuration not stated) | -28.4% | -10.3% | 10.5% | -3.5% | -18.5% | -4.1% | 16.1 | ? | -15.0%
COCCn1c(C(C)C)nc2ccccc21 | -7.6% | -4.6% | 10.9% | -9.7% | -9.6% | 1.1% | -1.9 | 33.3%[activator] | -18.7%
O=[N+]([O-])c1cccc(S(=O)(=O)Nc2ccc(S(=O)(=O)N3CCCC3)cc2)c1 | 0.0% | / | / | / | / | -5.0% | -4.5 | 2.0% | -21.8%
O=C(Cc1c(F)cccc1Cl)Nc1ncc([N+](=O)[O-])s1 | -3.6% | -2.6% | 4.3% | 19.5% | ? | -2.4% | -16.3 | 1.9% | 1.1%
COc1cc(/C=C/C(=O)O)cc(S(=O)(=O)N2CCc3ccccc32)c1OC | 4.9% | 5.2% | 1.9% | 4.7% | -2.8% | -0.7% | -0.4 | 34.2% | -20.5%
CCOC(=O)c1c(NC(=O)CSc2nnnn2-c2ccc3c(c2)OCO3)sc(C)c1C | 5.0% | 1.2% | 6.6% | -4.9% | -9.1% | 1.7% | 7.4 | 26.3% | -0.8%
O=C(C[C@H]1C[C@H](C(=O)N2CCCCC2)[C@@]2(CCc3ccccc3)c3[nH]c4cc(-c5ccco5)ccc4c3CCN2C1=O)NCCC1=CCCCC1 | -24.2% | / | / | -16.1% | / | -2.7% | -2.1 | -48.3% | -8.3%
Cc1cc(C)n(CCC(=O)N/N=C/c2ccc(O)cc2O)n1 | -16.8% | -8.2% | 2.2% | 2.1% | -5.4% | -5.4% | 7.0 | 115.7%[activator] | 11.7%
O=C(Nc1ccc(F)c(Cl)c1)C1CCN(C(=O)c2ccc(F)cc2)CC1 | 9.2% | -3.9% | 18.3% | / | -6.3% | -3.1% | -3.7 | 26.5% | -18.5%
Cc1ccc(S(=O)(=O)Nc2nc3ccc(S(C)(=O)=O)cc3s2)cc1 | -12.6% | 0.6% | -21.6% | -3.2% | -1.0% | -3.0% | -8.2 | -0.4% | -3.5%
Cc1ccccc1OCC(=O)Nc1sc2c(c1C(=O)OC(C)C)CCCC2 | 9.0% | -1.2% | 1.2% | / | 2.3% | -2.0% | -2.7 | 23.3% | -12.4%
